High-throughput results (PubChem BioAssay)
Mdm2-MdmX inh = inhibitors of human Mdm2-MdmX association, primary screen, cell-based, luminescence, split luciferase, SaOS-2, uHTS; inhibition, % at 8 µM; Protein Mdm4 (Homo sapiens) + E3 ubiquitin-protein ligase Mdm2 (Homo sapiens), …; SaOS-2 split-luciferase Mdm2/MdmX complementation; AID 485346, 2010; 3% of 330,000 active;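 active = inhibition of at least 50% at 8 µM in the primary screen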
GRIN3A LBD mod = binders of NR3A ligand-binding domain, primary screen, biophysical, differential scanning fluorimetry, uHTS; NR3A LBD differential scanning fluorimetry, Tm shift; 0% = protein alone, 100% = glycine-bound protein; Tm shift relative to glycine control, % at 25 µM; 2.5% of 340,000 active;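 active = melting temperature shift of at least 10% of the positive control shift, at one fixed dose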
NALP3 yeast inh = NALP3 inflammasome inhibitors in reconstituted yeast, primary screen, luminescence, uHTS | Yeast reconstituted NLRP3/ASC/caspase-1, beta-gal luminescence, 24 h | inhibition, % at 10 µM | 0.39% of 330,000 active;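 active = inhibition of 50% or more; inactive = inhibition below 50%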;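 note: plate controls were induced DMSO wells for no effect and uninduced yeast grown without galactose for full effect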
CHOP UPR activ = activators of apoptotic CHOP UPR arm, primary screen, cell-based, CHO-CHOP luciferase reporter, luminescence, uHTS | UPR activation; percent of tunicamycin response over DMSO baseline | activation, % at 10 µM | 0.34% of 330,000 active;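 active = at 10 µM dose, activation of 40% or more, normalized to positive control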;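 note: 100% = tunicamycin at 10 µg/mL and 0% = DMSO alone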
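Evaluation: % reporter activation, DMSO baseline versus tunicamycin full activation; System: CHO-CHOP luciferase reporter cell line; Input: 500 cells/well; Incubation: 6 h compound treatment, 37 °C; Measured by: Steady-Glo luciferase luminescence; Dosing: one dose, 10 µM in 0.5% DMSO; Buffer or medium: F12 medium, 10% FBS; Benchmarks: positive tunicamycin 10 µg/mL, negative DMSO alone.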
TIM10 inh = growth inhibitors of isogenic TIM10 control yeast, primary screen, counter-screen for tim10-1 yeast inhibitor project, luminescence, uHTS | S. cerevisiae TIM10 strain growth, BacTiter-Glo luminescence, 24 h | inhibition, % at 10 µM | 1.4% of 330,000 active;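 active = inhibition of 40% or more at the single tested concentration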;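 note: wild-type TIM10 isogenic control strain grown at permissive 25 °C; 0% = DMSO yeast wells and 100% = minimal medium wells without yeast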
APJ agonist = agonists of human apelin receptor APJ, primary screen, CHO-K1 cells, PathHunter beta-arrestin, luminescence; activation, % at 20 µM; 0.11% of 330,000 active; P35414; 0% DMSO wells, 100% apelin;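 active = activation more than six SD over the plate average, tested at 20 µM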;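 note: 0% = DMSO alone and 100% = apelin-13 at 10 nM; some results filed as inactive read as strong as hits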
Target sequence (P35414 whole entry, looked up): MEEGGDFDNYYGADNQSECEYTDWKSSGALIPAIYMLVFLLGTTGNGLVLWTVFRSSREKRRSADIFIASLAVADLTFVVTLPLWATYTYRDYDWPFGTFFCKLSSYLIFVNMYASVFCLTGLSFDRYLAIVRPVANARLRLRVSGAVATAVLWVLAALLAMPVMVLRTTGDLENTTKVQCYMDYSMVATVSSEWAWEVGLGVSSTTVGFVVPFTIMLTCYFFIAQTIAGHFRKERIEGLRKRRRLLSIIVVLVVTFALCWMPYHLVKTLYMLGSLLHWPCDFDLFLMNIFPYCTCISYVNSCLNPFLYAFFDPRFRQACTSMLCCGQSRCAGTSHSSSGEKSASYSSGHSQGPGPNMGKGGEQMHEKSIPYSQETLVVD
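system = engineered CHO-K1 APJ arrestin reporter cells | input = 1000 cells per well | timing = overnight seeding, 90 min compound at 25 °C, 1 h detection | measured by = enzyme-fragment complementation luminescence | read-out = beta-arrestin recruitment to APJ as agonist activity, luminescent signal | control set = negative DMSO alone, positive Apelin-13 at 10 nM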
tim10-1 inh = growth inhibitors of tim10-1 mutant yeast, primary screen, luminescence, uHTS. S. cerevisiae tim10-1 ts strain growth, BacTiter-Glo, 24 h. 2.2% of 330,000 active. inhibition, % at 20 µM. AID 463190, 2010;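 active = inhibition of at least 40%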;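 note: mutant grown at 25 °C; 0% = DMSO wells with yeast and 100% = wells holding no yeast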
XBP1 UPR activ = activators of adaptive XBP1 UPR arm, primary screen, cell-based, CHO-XBP1 luciferase reporter, luminescence, uHTS; IRE1-XBP1 UPR activation; percent of tunicamycin response, DMSO as zero; AID 463104, 2010; activation, % at 20 µM; 0.33% of 330,000 active;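 active = versus positive control, 20 µM dose yields 30% or more activation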;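 note: 100% = tunicamycin at 10 µg/mL and 0% = DMSO only wells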
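incubation = overnight seeding at 37 °C, 6 h compound treatment at 37 °C | assay system = CHO-XBP1 cells stably carrying IRE1-XBP1-driven luciferase reporter | input = 1000 cells per well | detection = luciferase luminescence | dosing = single point, 20 µM final compound, 1% DMSO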
tim23-1 inh = growth inhibitors of tim23-1 mutant yeast, primary screen, luminescence, uHTS | S. cerevisiae tim23-1 growth, BacTiter-Glo luminescence, 24 h | inhibition, % at 20 µM | 1.3% of 330,000 active;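 active = growth inhibition of the mutant yeast at or above 50%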;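 note: temperature-sensitive mutant grown at 25 °C; plate controls were DMSO-treated mutant yeast for no effect and medium wells lacking yeast for full effect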
Active calls of the source: *; x = no result given; & = joins results of further samples.

(1) Cc1nn(-c2ccccc2)c(C)c1NC(=O)COC(=O)c1cccc(OC(F)F)c1
(2) CSc1nc2c(c(=O)[nH]c(=O)n2C)n1C/C=C(\C)Cl
(3) CC(C)C1NC(C(=O)O)Cc2c1[nH]c1ccccc21 (stereo not given)
(4) COc1cccc(NC(=O)C2CCN(C(=O)[C@@H]3Cc4ccccc4CN3)CC2)c1
(5) CC1CN(C(=O)c2ccc(COc3ccc(C(C)C)cc3)o2)CC(C)O1 (stereo not given)
(6) Nc1ccc(C(=O)O)c(O)c1
(7) CCOc1ccc(CN(CCC#N)C(=S)NC(=O)c2ccccc2)cc1
(8) COC(=O)Cc1ccc(NC(=S)N2CCCC(C)C2)cc1 (stereo not given)
(9) O=C(CN1C(=O)NC2(CCCc3ccccc32)C1=O)c1ccc(Br)cc1 (stereo not given)
(10) CCOC(=O)C1=C(C)NC(C)=C(C(=O)OCC)C1C(=O)OCC(=O)NC(C)C

| assay / compound | 1 | 2 | 3 | 4 | 5 | 6 | 7 | 8 | 9 | 10 |
| --- | --- | --- | --- | --- | --- | --- | --- | --- | --- | --- |
| Mdm2-MdmX inh | 5.1 | 11.4 | -7.5 | 30.8 | -20.9 | 3.3&10.8&-9.8 | -13.1 | -5.7 | 6.4 | 13.9 |
| GRIN3A LBD mod | 2.5 | 0.0 | -0.7 | 1.5 | 1.1 | -0.6&-1.9&4.6 | 0.2 | 1.3 | 0.8 | 0.4&-0.7 |
| NALP3 yeast inh | -1.0 | 0.8 | 21.3 | 6.8 | 21.4 | 3.0&-7.7&10.0 | 8.2 | -4.4 | 3.9 | 16.0 |
| CHOP UPR activ | 0.1 | 0.8 | -1.0 | 0.2 | 6.1 | 0.4&0.3&0.6 | 0.6 | 1.8 | 0.7 | -0.1 |
| TIM10 inh | 6.2 | -8.6 | -2.1 | -8.5 | 16.6 | 5.5&-2.2&5.3 | 33.3 | 12.5 | -6.7 | 6.4 |
| APJ agonist | 1.8 | -2.7 | -2.6 | -2.8 | -2.4 | 0.5&-1.6&0.5 | -1.5 | 0.1 | -5.6 | 5.9 |
| tim10-1 inh | 26.2 | 10.6 | -6.3 | -4.4 | 0.9 | -7.4&-14.2&3.9 | 33.7 | 19.2 | -2.2 | 13.3 |
| XBP1 UPR activ | -0.1 | 2.0 | 2.9 | -1.3 | 0.8 | -7.3&3.8&-7.3 | 2.9 | 1.8 | -3.5 | -1.9 |
| tim23-1 inh | 16.3 | 8.3 | 0.2 | 0.3 | 25.6 | 5.9&-8.1&16.4 | 7.8 | -2.2 | 16.3 | 20.0 |

Overlap with the part before: three compounds; new compounds follow.
(8) COC(=O)Cc1ccc(NC(=S)N2CCCC(C)C2)cc1 (stereo not given)
(9) O=C(CN1C(=O)NC2(CCCc3ccccc32)C1=O)c1ccc(Br)cc1 (stereo not given)
(10) CCOC(=O)C1=C(C)NC(C)=C(C(=O)OCC)C1C(=O)OCC(=O)NC(C)C
(11) C=CCn1c(SCCNC(C)=O)nc2cc(-c3ccccc3)sc2c1=O
(12) CC(C)CCN1CCN(Cc2cnc(-c3ccccc3)s2)CC1CCO (stereo not given)
(13) Cc1c(C(=O)Nc2cccc(S(=O)(=O)N3CCOCC3)c2)oc2ccc(Br)cc12
(14) COc1ccccc1[C@H]1C(c2cccc(Cl)c2)=NN(c2ccccc2)[C@@H]1CO
(15) COc1cccc(CN(C)C(=O)CC2C(=O)NCCN2C2Cc3ccccc3C2)c1 (stereo not given)
(16) CCOC(=O)C1=CN(Cc2cccc(F)c2)S(=O)(=O)NC1c1ccc(Br)cc1F (stereo not given)
(17) CCN(C(=O)Cc1nc(N)n[nH]1)C1(C(=O)Nc2ccccc2)CCCCC1
(18) CC(C)c1ccc(/C=N/NC(=O)c2ccc(-n3cnnn3)cc2)cc1
(19) O=C(NCc1cccnc1)c1sc2cc(Cl)ccc2c1Cl
(20) COC(=O)c1nnn(CC(=O)NC(=O)Nc2ccccc2F)c1C(=O)OC

| assay / compound | 8 | 9 | 10 | 11 | 12 | 13 | 14 | 15 | 16 | 17 | 18 | 19 | 20 |
| --- | --- | --- | --- | --- | --- | --- | --- | --- | --- | --- | --- | --- | --- |
| Mdm2-MdmX inh | -5.7 | 6.4 | 13.9 | -6.8 | 15.4 | 8.5 | 33.6 | 15.2 | 26.6 | 17.7 | 26.4 | 22.6 | 7.3 |
| GRIN3A LBD mod | 1.3 | 0.8 | 0.4&-0.7 | -2.0 | -1.6 | 1.8 | -6.5 | -0.3 | -3.8 | -7.3 | -0.9 | 1.5 | -1.7 |
| NALP3 yeast inh | -4.4 | 3.9 | 16.0 | 8.4 | 11.8 | 13.3 | x | 14.8 | x | -7.0 | 10.5 | 17.7 | 3.5 |
| CHOP UPR activ | 1.8 | 0.7 | -0.1 | 4.1 | 0.7 | 2.0 | 0.7 | 0.2 | 2.3 | -2.6 | 2.0 | 0.8 | -0.7 |
| TIM10 inh | 12.5 | -6.7 | 6.4 | -16.4 | 6.7 | -18.8 | 12.1 | 13.3 | 19.3 | -14.3 | 12.0 | 21.9 | -11.6 |
| APJ agonist | 0.1 | -5.6 | 5.9 | 0.3 | 0.3 | -5.7 | x | 6.9 | x | -0.6 | 13.6 | -4.9 | -2.1 |
| tim10-1 inh | 19.2 | -2.2 | 13.3 | 1.0 | -9.6 | -3.4 | 20.2 | -11.2 | 29.1 | 9.8 | 25.6 | 27.3 | -1.4 |
| XBP1 UPR activ | 1.8 | -3.5 | -1.9 | 0.9 | -2.1 | 3.8 | -2.2 | -1.6 | -1.8 | -2.2 | 3.9 | -1.0 | -2.3 |
| tim23-1 inh | -2.2 | 16.3 | 20.0 | -0.7 | 11.5 | -10.8 | 55.6* | -3.1 | 56.0* | -0.1 | 19.8 | 33.5 | 3.2 |

Random excerpt: 4 records from the list, in no set order.
(20) COC(=O)c1nnn(CC(=O)NC(=O)Nc2ccccc2F)c1C(=O)OC
(14) COc1ccccc1[C@H]1C(c2cccc(Cl)c2)=NN(c2ccccc2)[C@@H]1CO
(17) CCN(C(=O)Cc1nc(N)n[nH]1)C1(C(=O)Nc2ccccc2)CCCCC1
(11) C=CCn1c(SCCNC(C)=O)nc2cc(-c3ccccc3)sc2c1=O

| assay / compound | 20 | 14 | 17 | 11 |
| --- | --- | --- | --- | --- |
| Mdm2-MdmX inh | 7.3 | 33.6 | 17.7 | -6.8 |
| GRIN3A LBD mod | -1.7 | -6.5 | -7.3 | -2.0 |
| NALP3 yeast inh | 3.5 | x | -7.0 | 8.4 |
| CHOP UPR activ | -0.7 | 0.7 | -2.6 | 4.1 |
| TIM10 inh | -11.6 | 12.1 | -14.3 | -16.4 |
| APJ agonist | -2.1 | x | -0.6 | 0.3 |
| tim10-1 inh | -1.4 | 20.2 | 9.8 | 1.0 |
| XBP1 UPR activ | -2.3 | -2.2 | -2.2 | 0.9 |
| tim23-1 inh | 3.2 | 55.6* | -0.1 | -0.7 |

Next entries.
(21) Oc1cncc(Cc2ccccc2)c1
(22) CSc1ncccc1C(=O)OCC(=O)Nc1ccc2c(c1)CCC2
(23) Cc1ccc2c(c1)N(C(=O)CCC(=O)O)CCO2
(24) COc1ccc(C(C)(C)C)cc1NC(=S)NCCN1CCOCC1
(25) O=C(NNS(=O)(=O)c1ccccc1)c1ccc(S(=O)(=O)N2CCCCC2)cc1
(26) O=C(c1cc2ccccc2oc1=O)N1CCCCCCC1
(27) COc1ccc(C2CC(=O)c3cnn(-c4nc(C)cc(C)n4)c3C2)cc1OC (stereo not given)
(28) O=C(Nc1cccnc1)c1cn(-c2ccccc2)nc1-c1cccs1

| assay / compound | 21 | 22 | 23 | 24 | 25 | 26 | 27 | 28 |
| --- | --- | --- | --- | --- | --- | --- | --- | --- |
| Mdm2-MdmX inh | 1.3 | 8.7 | 3.8 | 2.8 | 22.5 | 2.8 | 7.2 | 13.7 |
| GRIN3A LBD mod | -1.2 | -3.8 | -2.9 | 0.9 | -7.7 | -0.2 | -1.6 | 1.6 |
| NALP3 yeast inh | 26.3 | 22.9 | 5.9 | 3.2 | -2.0 | 22.4 | -0.5 | 28.8 |
| CHOP UPR activ | 0.5 | -1.2 | 0.3 | 0.2 | 0.3 | 0.1 | -0.7 | 3.6 |
| TIM10 inh | -5.4 | -6.5 | 1.8 | -3.2 | 6.8 | 8.6 | 14.3 | 39.9 |
| APJ agonist | -2.9 | -3.8 | -2.0 | -1.4 | 0.4 | -0.3 | 2.6 | 4.7 |
| tim10-1 inh | 15.2 | -23.4 | 6.7 | 16.3 | 1.3 | 15.3 | 12.8 | 43.2* |
| XBP1 UPR activ | -3.2 | 0.2 | -2.0 | -0.1 | 1.5 | -4.5 | 1.9 | 1.1 |
| tim23-1 inh | 15.4 | 15.7 | 4.3 | 11.6 | 8.1 | 7.8 | 12.3 | 42.4 |
